Assay outcomes from PubChem BioAssay.
FN deposit inh = fibronectin deposition inhibition. AH1F fibroblasts, Alexa488-fibronectin deposition fluorescence, overnight. AID 743247. inhibition, % at 12.6 µM. actives 0.086% (n = 350,000);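 active = mean inhibition across replicates of 30% or more, regardless of how many single replicates reach that level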;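 note: positive control wells lacked labelled fibronectin entirely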
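Assay system: AH1F fibroblasts / Quantity: 10000 cells per well / Medium: DMEM plus 2% serum, read in PBS / Reagent: labelled fibronectin 24 nM / Dosing: single dose, pinned / Times: 1 h cell attachment, overnight exposure to compound and label / Signal: fluorescence, ex 485 nm, em 525 nm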
LGR2 inh = Drosophila LGR2 receptor signaling inhibition | HEK293 LGR2, CRE-luciferase, bursicon-stimulated, 4 h | inhibition, % at 9.99 µM | actives 0.35% (n = 380,000);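 active = drop in luminescence signal, shown as inhibition above about 50% in the replicate tests, limit read from the data, passing the limit was not always enough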;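 note: agonist challenge used bursicon conditioned medium at about half maximal strength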
PGC1a acetyl inh = lowers PGC1a acetylation signal in U2OS cells. AID 651687. inhibition, % at 15.6 µM. actives 0.17% (n = 350,000). AlphaScreen anti-acetyl-lysine; with virally co-expressed GCN5 acetyltransferase;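 active = every replicate shows inhibition of at least 40%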;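 note: 0% = neutral control wells and 100% = positive control wells; some results beyond the cut were filed as inactive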
PAX8 reporter = lowers PAX8-driven luciferase in RMG-I cells; RMG-I TPO-luciferase reporter, SteadyGlo, 24 h; inhibition, % at 12.6 µM; actives 1.2% (n = 360,000); AID 652154;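 active = mean replicate inhibition at least 60% with every replicate also reaching 60%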;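 note: luciferase light reporting Pax8 driven TPO promoter activity; plate controls were median of neutral control wells for no effect and mitoxantrone controls for full effect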
EWS-Fli inh = EWS/Fli transcriptional activity inhibition. A673 NR0B1-luciferase reporter, viability-normalised. inhibition, % at 12.6 µM. actives 0.67% (n = 350,000);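 active = mean inhibition of at least 50% after viability correction, with every replicate also passing that limit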;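 note: firefly luciferase signal divided by Alamar Blue viability fluorescence both relative to DMSO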
CASP6 VEID inh = caspase-6 (human) enzyme inhibition; actives 0.53% (n = 350,000); inhibition, % at 12.5 µM; purified caspase-6, Z-VEID-R110 cleavage fluorescence;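 active = mean inhibition across replicates at least about 35%, with every replicate also reaching that limit, limit read from the data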;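 note: 0% = median of neutral control wells and 100% = no fluorescence left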
Target sequence (P55212 24-179 limits assumed): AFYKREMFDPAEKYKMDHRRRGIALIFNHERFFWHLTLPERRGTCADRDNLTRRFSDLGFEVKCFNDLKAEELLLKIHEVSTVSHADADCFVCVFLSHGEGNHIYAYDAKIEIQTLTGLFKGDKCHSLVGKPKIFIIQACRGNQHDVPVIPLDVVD
Target sequence (P55212 194-293 limits assumed): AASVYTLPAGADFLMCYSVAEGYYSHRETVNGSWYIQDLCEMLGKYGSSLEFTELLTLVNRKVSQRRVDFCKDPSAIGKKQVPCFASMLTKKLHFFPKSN
Cneo AK release = causes C. neoformans cell lysis | actives 0.2% (n = 360,000) | lysis activity, % at 15 µM | adenylate kinase release luminescence, 4 h; normalised: neutral wells 0, clomiphene wells 100;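 active = mean lysis activity across replicates of at least 80%, whatever share of replicates individually reach that level; inactive = mean lysis activity below 80%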
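Assay system: Cryptococcus neoformans yeast cells / Dosing: single-point compound dose / Timing: 4 h at 37 °C static, read 1 h later / Measured by: luminescence of released adenylate kinase using an AK detection reagent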
miR-122 sensor = miR-122 inhibition in Huh7 cells. Huh7 miR-122 Renilla luciferase sensor, 48 h; neutral wells = 0, positive control = 100. activation (reporter increase), % at 12.5 µM. actives 0.3% (n = 340,000). AID 602342;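 active = mean replicate activation score at least 90 and every replicate individually at or above 90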;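 note: higher luciferase means less miR-122 activity so hits act as miR-122 inhibitors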
* hit, by the source's call; / = not tested or not shown; [ ] = dose if it differs, or a comment.

Values run as follows: Cneo AK release	PAX8 reporter	LGR2 inh	CASP6 VEID inh	miR-122 sensor	FN deposit inh	EWS-Fli inh	PGC1a acetyl inh
Cc1ccc2c(c1)c1c(n2CC(O)CNC2CCCCC2)CCCC1 (centres undefined)
    1	12	18	49*	-2	-2	25	-17
COc1ccc(CCC(=O)OCC(=O)N2CCN(S(=O)(=O)c3ccc(C)cc3C)CC2)cc1
    -1	-4	-11	5	/	-1	4	/
Oc1ccccc1OCC(O)c1ccccc1 (centres undefined)
    2	2	-7	4	1	4	2	2
Cc1ccc(N(Cc2ccccc2)C(=O)c2cc(S(=O)(=O)N3CCOCC3)ccc2F)cc1
    18	9	-26	0	50	-3	-34	3
CCC(=O)N1CCc2cc(S(=O)(=O)NC(Cc3ccccc3)C(=O)Nc3nccs3)ccc21 (centres undefined)
    -4	/	0	/	-1	7	/	-8
Cc1c(C(=O)N2CCOCC2)oc2ccccc12
    1	1	-13	0	2	-5	3	1
O=C(C1CCN(c2nnc(-n3cccc3)s2)CC1)N1CCc2ccccc2C1
    11	14	8	17	-10	-2	-5	8
COc1ccc2sc(-c3ccc(SC)cc3)c(C#CC(C)(C)O)c2c1
    0	5	-10	1	-4	17	-3	-17
COc1ccc(CN(C)C2CCCCC2)cc1
    /	/	/	2	2	/	3	0
O=C(COc1nsnc1N1CCOCC1)Nc1ccc(Cl)cc1
    -1	-1	19	1	9	10	-19	/
CC(C)C(=O)Nc1nnc(SCC(=O)N2C(C)CCCC2C)s1 (centres undefined)
    2	11	-16	-1	/	-1	6	/
O=C(NN=Cc1ccc2c(c1)OCO2)NN=Cc1ccc2c(c1)OCO2
    0	-138	-67	0	7	10	-53	-6
Cc1ccc(-n2c(SCC(N)=O)nnc2-c2ccc(S(=O)(=O)N3CCCCC3)cc2)c(C)c1
    -1	8	/	/	-1	-5	/	-63
CNC[C@H]1Oc2cc(C#CCOC)ccc2S(=O)(=O)N([C@H](C)CO)C[C@@H]1C
    0	-20	-4	-1	-7[16.7 µM]	/	-2	0
CC1CCCCC1NC(=O)CSc1ccsc1[N+](=O)[O-] (centres undefined)
    /	-7	-13	1	/	/	-7	/
CO[C@@H]1CN(C)C(=O)c2ccc(NS(C)(=O)=O)cc2OC[C@H](C)N(C(=O)C2CCC2)C[C@H]1C
    0	0	-1	1	4[16.7 µM]	2	-7	/
CC(C)CCNC(=O)c1ccc(OC2CCN(S(=O)(=O)N(C)C)CC2)cc1
    -1	-38	/	-2	/	6	-4	/
COc1cc(C2C(C#N)=C(N)OC3=C2C(=O)CCC3)cc2c1OCO2 (centres undefined)
    -1	14	10	1	-1	6	-4	0
CCCCN(C(=O)c1ccc(COc2ccccc2)o1)c1c(N)n(CC(C)C)c(=O)[nH]c1=O
    -1	-9	-16	-1	-7	1	3	9
CC(C)(C)NC(=O)NCC1CCCC1NC(=O)NC(C)(C)C (centres undefined)
    0	-7	26	-2	/	2	2	/
Cc1nc2ccccc2n1CC(=O)NC1CCCCCC1
    2	22	17	-4	-6	8	21	-2
Cc1cccc(NC(=O)CSc2nncn2-c2ccccn2)c1
    /	2	26	0	/	3	-5	/
C[C@H]1CN([C@@H](C)CO)C(=O)c2cc(C3=CCCC3)cnc2O[C@H]1CN(C)C(=O)C1CC1
    /	/	-2	/	-3[16.7 µM]	/	-9	1
NC(=O)c1ccc(NC(=O)COC(=O)CCC2CCCC2)cc1
    -2	-26	/	2	-8	8	15	4
N#Cc1cc(-c2ccccc2)cnc1Cl
    /	/	1	/	5	15	/	7
Cc1ccccc1C=O
    0	/	9	-4	-4	/	2	1
COC(=O)c1cc(-c2cccc([N+](=O)[O-])c2)c2c(=O)n(C)c(=O)n(C)c2n1
    -1	-10	-2	-4	-8	-5	12	6
C[C@@H]1CCCCO[C@H](CN(C)C(=O)Nc2ccccc2)[C@@H](C)CN([C@H](C)CO)C(=O)c2cc(NC(=O)c3ccccc3)ccc2O1
    -10	-15	8	0	8[16.7 µM]	4	-10	-3
O=C(NCC[C@H]1CC[C@H](NC(=O)C2CCOCC2)[C@@H](CO)O1)c1cc(Cl)cc(Cl)c1
    -7	0	-11	-2	/	-1	-5	13
CO[C@H]1CN(C)C(=O)c2ccc(NS(=O)(=O)CC(F)(F)F)cc2OC[C@H](C)N(CC2CCCCC2)C[C@H]1C
    2	-12	3	-1	/	-12	8	-1

Already shown: 2 of the compounds above.
Values run as follows: Cneo AK release	PAX8 reporter	LGR2 inh	CASP6 VEID inh	miR-122 sensor	FN deposit inh	EWS-Fli inh	PGC1a acetyl inh
O=C(NCC[C@H]1CC[C@H](NC(=O)C2CCOCC2)[C@@H](CO)O1)c1cc(Cl)cc(Cl)c1
    -7	0	-11	-2	/	-1	-5	13
CO[C@H]1CN(C)C(=O)c2ccc(NS(=O)(=O)CC(F)(F)F)cc2OC[C@H](C)N(CC2CCCCC2)C[C@H]1C
    2	-12	3	-1	/	-12	8	-1

Back to the main list; the three compounds before the break are reprinted first.
Values run as follows: Cneo AK release	PAX8 reporter	LGR2 inh	CASP6 VEID inh	miR-122 sensor	FN deposit inh	EWS-Fli inh	PGC1a acetyl inh
C[C@@H]1CCCCO[C@H](CN(C)C(=O)Nc2ccccc2)[C@@H](C)CN([C@H](C)CO)C(=O)c2cc(NC(=O)c3ccccc3)ccc2O1
    -10	-15	8	0	8[16.7 µM]	4	-10	-3
O=C(NCC[C@H]1CC[C@H](NC(=O)C2CCOCC2)[C@@H](CO)O1)c1cc(Cl)cc(Cl)c1
    -7	0	-11	-2	/	-1	-5	13
CO[C@H]1CN(C)C(=O)c2ccc(NS(=O)(=O)CC(F)(F)F)cc2OC[C@H](C)N(CC2CCCCC2)C[C@H]1C
    2	-12	3	-1	/	-12	8	-1
CN(C)CC(=O)N1[C@H](C#N)[C@H](c2ccccc2-c2ccccc2F)[C@H]1CO
    /	/	-12	-3	/	-1	6	4
OCCNCc1ccc(OCc2ccc(Cl)cc2Cl)cc1
    /	-66	-33	-7	-7	-5	-63	-22
C[C@H]1CN([C@@H](C)CO)C(=O)c2c(c3ccccc3n2C)-c2ccccc2CO[C@H]1CN(C)C(=O)Cc1ccccc1
    0	11	7	0	/	2	2	-22
CC(=O)/C=C1\OCc2cc(OCc3ccccc3)ccc21
    /	-70	-65	5	/	14	-36	/
COCCn1c(CN2CCN(C)CC2)nc2c1c(=O)n(C)c(=O)n2C
    2	-7	19	-1	-4	3	0	5
CCCN(C)C[C@H]1OCCCC[C@@H](C)Oc2ccc(NC(=O)C3CCCCC3)cc2C(=O)N([C@H](C)CO)C[C@H]1C
    0	-11	0	5	-2[16.7 µM]	/	0	1
CSC1=NCCN1S(=O)(=O)c1ccc2ccccc2c1
    /	-3	19	-6	/	9	11	/
CCOc1ccccc1NC(=O)COc1coc(CN2CCCc3ccccc32)cc1=O
    -1	30	2	4	-2	2	-13	-3
Cc1cc(C)cc(N(C(=O)c2csnn2)C(C(=O)NC(C)(C)C)c2ccncc2)c1 (centres undefined)
    /	8	/	1	/	-13	0	4
CCOC(=O)c1c(-c2ccc(C)o2)csc1NC(=S)NC(=O)c1cccs1
    2	11	14	-2	3	/	7	-6
O=C(Cn1cnc2ccccc2c1=O)NCCC(=O)Nc1ccc2c(c1)OCCO2
    1	/	/	/	1	-7	/	-4
O=C(Nc1ccc(N2CCCCC2)cc1)c1cncc(Br)c1
    -1	/	/	/	3	-9	/	13
S=c1cn[nH]c2ccccc12
    0	27	8	2	21	/	1	14
CC1(C)S[C@@H]2C(C(=O)OCc3ccccc3)NC(=O)N2C1C(=O)OCc1ccccc1 (some centres undefined)
    -1	-14	-18	0	-5	0	-15	8
CNC(=O)COC(=O)c1ccccc1Oc1ccccc1
    2	/	/	/	-1	8	/	14
CCN1CCN(c2nc(N(C)c3ccccc3)nc(N)c2[N+](=O)[O-])CC1
    0	13	13	0	4	4	1	/
CCCOc1ccccc1C1NC(=O)NC(C)=C1C(=O)OCCOC(C)C (centres undefined)
    0	/	9	0	/	/	10	-8
Cc1noc(C)c1COC(=O)COc1ccc2c(C)cc(=O)oc2c1
    0	-19	/	/	-1	-2	/	3
COc1ccccc1C(=O)NC1CCCCCCC1
    2	-73	/	/	1	-2	/	5
CO[C@H]1CN(C)C(=O)c2cccc(C#N)c2OCC[C@@H]2CC[C@@H](OC)[C@H](CN(C)C(=O)[C@H]1C)O2
    2	-14	5	6	/	4	-1	/
N#Cc1ccc(NC(=O)c2cccs2)nc1
    -6	-18	-23	-1	-9	-3	-52	5
COc1ccc(C(=O)NN2CCOCC2)cc1[N+](=O)[O-]
    3	-1	-6	1	6	6	4	/
N#CCCN1CCN(S(=O)(=O)c2cc(Cl)ccc2Cl)CC1
    -5	-10	14	0	-9	4	8	1
CC(C)Nc1cc(C(F)(F)F)nc(-c2ccccn2)n1
    0	/	/	/	-23	7	/	-2
CC(=O)Nc1ccc(C2=NN(CC#N)C(=O)SC2)cc1
    -1	-2	/	/	2	6	/	-38
O=C(Nc1ccccc1N1CCCCC1)c1cccc(OC(F)F)c1
    2	-14	2	0	-5	-8	3	-2
CCCN(c1ccc(OCC)cc1)c1ncnc2nc[nH]c12
    -2	6	-13	-1	-7	3	-16	12
CC(C)C#Cc1cnc2c(c1)C(=O)N([C@@H](C)CO)C[C@H](C)[C@@H](CN(C)S(=O)(=O)c1cn(C)cn1)O2
    -3	/	-15	-2	-4[16.7 µM]	1	-5	0
C[C@H]1CN([C@@H](C)CO)C(=O)c2cc(C3=CCCCC3)cnc2O[C@@H]1CN(C)CC1CCOCC1
    -2	10	8	-3	9[16.7 µM]	/	-21	-4
Cc1ccccc1OCc1nc2ccccc2c(=O)n1/N=C/c1c[nH]c2ccccc12
    0	2	-19	-1	-1	-7	-24	/

Other compounds follow:
Values run as follows: Cneo AK release	PAX8 reporter	LGR2 inh	CASP6 VEID inh	miR-122 sensor	FN deposit inh	EWS-Fli inh	PGC1a acetyl inh
CC(C)[C@@H]1Cc2[nH]c(=S)[nH]c(=O)c2[C@H](C)O1
    /	-26	2	0	/	0	7	/
Cc1ccc(CCNS(=O)(=O)c2cc(Br)cnc2N)cc1
    -1	7	-5	0	89	3	-6	-20
COCC(=O)Nc1ccc2c(c1)OC[C@@H](C)N(C)C[C@@H](C)[C@H](OC)CN(C)C2=O
    9	/	8	-1	0[16.7 µM]	1	-4	11
CC(NC(=O)CCCOc1ccc(Cl)cc1)c1ccccc1 (centres undefined)
    -2	10	-2	/	-4	4	/	-5
Cc1cc(-c2cc(NC(=O)Cc3c(C)[nH]c4ccccc34)ccc2Nc2cccnc2)ccc1F
    /	33	2	-1	/	-2	10	/
Cc1[nH]c2ccccc2c1C(=O)C(=O)NCc1nnnn1-c1ccc(F)cc1
    1	4	28	-2	-1	8	-2	4
Cc1cc(N/N=C/c2ccccc2O)c2ccccc2n1
    -1	5	-11	-10	/	6	3	/
O=C(NCc1ccccc1)N1CCC(c2nc3ccccc3[nH]2)CC1
    0	/	-18	/	1	-4	/	-28
CC(=O)N(C(C)=O)c1ncc2c([nH]c3ccccc32)c1C#N
    0	/	16	/	6	/	/	34
CCOc1ccc(Oc2c(/C=N/NC(N)=O)c(C)nn2-c2ccccc2)cc1
    2	18	-11	6	-7	3	-6	-25
Cc1cccc(CN2C[C@]34C=C[C@@H](C[C@@H]3S2(=O)=O)O4)c1
    3	-6	-8	1	-5	5	6	/
C[C@@H]1CN([C@H](C)CO)C(=O)c2cc(NC(=O)CCC(F)(F)F)ccc2O[C@@H](C)CCCCO[C@H]1CN(C)Cc1ccc(Cl)c(Cl)c1
    54	2	0	-1	-11[16.7 µM]	/	0	23

Entries listed above shown as hits in CASP6 VEID inh:
SMILES,LGR2 inh,CASP6 VEID inh,miR-122 sensor,PGC1a acetyl inh
Cc1ccc2c(c1)c1c(n2CC(O)CNC2CCCCC2)CCCC1 (centres undefined),18,49*,-2,-17
